# SR-BI HDL uptake – inhibitors of mouse SR-BI mediated HDL lipid uptake; Q61009; ldlA[mSR-BI] CHO cells, DiI-HDL uptake fluorescence, 3 h; inhibition, % at 12.5 µM; 320,000 compounds, 0.96% hits;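 active = mean replicate inhibition of at least 70% and a set share of replicates each scoring 70 or more; inconclusive = meets just one of the two criteria; inactive = fails both criteria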;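 also: 0% = median of neutral control wells and 100% = median of positive control wells; values of inactives mirror those of a sister screen read the other way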
# Target sequence (Q61009 whole entry, looked up): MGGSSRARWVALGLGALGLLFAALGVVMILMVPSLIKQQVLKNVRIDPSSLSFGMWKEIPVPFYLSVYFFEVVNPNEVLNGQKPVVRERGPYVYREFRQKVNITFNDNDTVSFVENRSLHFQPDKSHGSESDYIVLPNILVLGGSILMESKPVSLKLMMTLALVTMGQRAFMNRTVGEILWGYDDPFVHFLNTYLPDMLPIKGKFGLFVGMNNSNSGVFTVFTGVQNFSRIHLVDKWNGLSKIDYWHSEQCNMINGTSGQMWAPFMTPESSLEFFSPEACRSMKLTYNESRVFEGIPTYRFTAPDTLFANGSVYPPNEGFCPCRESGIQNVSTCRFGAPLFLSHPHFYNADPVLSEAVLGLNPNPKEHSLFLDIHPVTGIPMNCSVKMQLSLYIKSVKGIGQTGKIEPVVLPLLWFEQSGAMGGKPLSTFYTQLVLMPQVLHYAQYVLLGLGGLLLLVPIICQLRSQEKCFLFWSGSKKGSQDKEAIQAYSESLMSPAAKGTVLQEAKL
# Wnt act – activates Wnt/beta-catenin signaling in a reporter cell assay | activator, plate reader | activation, % at 9.35 µM | 300,000 compounds, 1.2% hits | AID 743398; in the data active = activation above about 30%, passing the limit was not always enough; inconclusive = no clear call, values can overlap the other calls;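 also: 0% = neutral control wells and 100% = positive control wells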
# CAL PDZ FP-1 – CAL PDZ (human) peptide binding inhibition | AID 602252 | purified CAL PDZ, TMR-peptide fluorescence polarization, 1 h | 300,000 compounds, 0.92% hits | inhibition, % at 24.9 µM;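 active = mean inhibition of at least 30% with at least half of replicates also reaching 30%; inconclusive = no clear call, values can overlap the other calls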;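 also: 0% = DMSO neutral control and 100% = excess unlabeled competitor peptide PRC23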
# CAL PDZ FP-2 – blocks peptide binding to human CAL PDZ domain | Q9HD26 | purified CAL PDZ, TMR-peptide fluorescence polarization, 1 h | inhibition, % at 20 µM | 330,000 compounds, 0.02% hits | AID 504414;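 active = highest replicate inhibition of at least 40%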;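 also: plate controls were DMSO neutral control wells for no effect and unlabeled competitor peptide control wells for full effect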
#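 System: purified tagged CAL PDZ domain construct (CerCALP). Schedule: 1 h incubation at room temperature before polarization reading. Medium: 25 mM sodium phosphate pH 7.4, 150 mM NaCl, TCEP, IgG, Thesit. Read-out: percent inhibition from loss of millipolarization. Measured by: FP readout, S and P plane fluorescence. Probe or stimulus: fluorescent TMR peptide probe.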
# SR-BI DiI-HDL act – SR-BI HDL lipid transfer activation. CHO ldlA[mSR-BI] cells, DiI-HDL uptake fluorescence, 3 h; 100 = double the neutral-control signal. activation, % at 12.5 µM. 320,000 compounds, 0.096% hits. AID 504775;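 active = mean replicate activation of at least 60% and every replicate at or above 60%; inconclusive = mean or all-replicate condition met, but not both; inactive = mean below 60% and not all replicates reaching 60%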;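 also: 0% = median plate neutral-control signal and 100% = twice that signal; values of inactives mirror those of a sister screen read the other way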
#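 Material: SR-BI-overexpressing, LDLR-lacking CHO cells | Dosing: Single compound concentration, delivered by pin transfer | Probe or stimulus: Labelled HDL, 10 µg/mL | Signal: Bottom-read cell fluorescence after medium removal, ex 550/em 595 nm | Schedule: 3 h, 37 °C | Evaluation: HDL uptake via cellular fluorescence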
# phage Ecoli inh – E. coli growth loss with phage present | growth absorbance | inhibition, % at 11.9 µM | 360,000 compounds, 0.26% hits | AID 651602; in the data active = inhibition above about 11%
# AddAB inh – less growth of phage-infected E. coli with AddAB | AID 435030 | 330,000 compounds, 0.29% hits | inhibition, % at 11.9 µM | E. coli expressing H. pylori AddAB, absorbance growth; in the data active = inhibition above about 12%;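 also: 0% = vehicle wells of infected cells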
# E coli growth – bacterial growth inhibition, counter-screen for AddAB inhibitors | inhibition, % at 11.9 µM | AID 449728 | 330,000 compounds, 0.27% hits | E. coli V3065 growth, OD600 absorbance, 18 h;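 active = inhibition above the campaign's mean inhibition across all tested compounds plus 3 SD, cut at about 9.9% in these data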;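 also: uninfected addAB+ strain grown without phage in ampicillin broth; 0% = DMSO wells and 100% = ciprofloxacin 0.95 µg/ml wells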
# Tat export inh – blocks Tat-dependent protein export in E. coli; inhibition, % at 10 µM; AID 488895; 340,000 compounds, 0.036% hits; E. coli MC4100 TorA-mCherry Tat export, fluorescence;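 active = mean replicate inhibition at least 50% and at least half of replicates individually reaching 50%; inconclusive = only one of the two criteria met; inactive = neither criterion met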;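 also: exported cargo escapes ClpAP degradation while cytoplasmic cargo is degraded and loses fluorescence; 0% = median of neutral control wells and 100% = median of NaSCN control wells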
# MITF TRPM1 HTS – activators of MITF-driven TRPM1 promoter activity in SK-MEL-5 cells; SK-MEL-5 TRPM1-promoter luciferase, 24 h; % of positive control, neutral wells = 0; activation, % at 12.5 µM; 300,000 compounds, 0.75% hits;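 active = mean activation of at least 80% with every replicate also reaching 80%; inconclusive = mean reaches 80% but some replicate falls short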;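 also: 0% = neutral control wells and 100% = parthenolide positive control wells; values of inactives mirror those of a sister screen read the other way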
# Starred values were filed as active, the others as inactive; ? = inconclusive; · = not tested or not shown.
SMILES,SR-BI HDL uptake,Wnt act,CAL PDZ FP-1,CAL PDZ FP-2,SR-BI DiI-HDL act,phage Ecoli inh,AddAB inh,E coli growth,Tat export inh,MITF TRPM1 HTS
COC(=O)c1sc(N)c(C(=O)OC)c1COC(=O)CNS(=O)(=O)c1cccc(C#N)c1,25.1,·,-2.6,-2.9,-25.1,1.1,2.2,-1.6,-0.5,-1.4
CCCn1nc(C(=O)Nc2nnc(C3CC3)s2)c2ccccc2c1=O,-11.3,-0.8,·,-2.4,11.3,-0.1,0.9,1.9,2.8,-2.0
CCC(=O)Nc1cc(OC)c(NC(=O)c2ccccc2)cc1OC,51.2,0.1,-5.7,-2.5,-51.2,0.8,0.8,-0.4,-5.1,-12.2
Cn1c(SCC(=O)N2c3ccccc3Sc3ccccc32)nc2ccccc21,17.1,-1.0,-3.4,-0.8,-17.1,1.6,2.4,-2.4,-4.0,-4.3
Cc1ccccc1S(=O)(=O)Cc1ccc(C(=O)NCc2ccco2)o1,-6.0,-3.7,-1.9,-3.4,6.0,2.2,1.3,-0.9,-4.9,-7.5
O=C(Nc1nc(-c2ccco2)c(-c2ccco2)s1)C1CCC1,19.7,-0.8,-0.1,0.6,-19.7,2.1,3.2,2.2,8.7,-1.1
Cc1csc(NC(=O)c2cncc(Br)c2)n1,-11.2,11.2,1.1,-1.4,11.2,1.1,0.9,0.2,3.6,55.8
O=C(OCC(O)COC(=O)c1cccnc1)c1cccnc1,-5.2,0.5,-0.2,-0.1,5.2,3.3,-0.6,0.7,3.5,-1.9
COc1ccc(NC(=O)CSc2nnc(C)n2C2CCCCC2)cc1,·,1.7,-2.4,-1.5,·,0.1,3.9,-1.0,3.2,1.5
COc1ccc([C@@H]2C[C@H](c3ccccc3)Oc3cc(OC)c(OC)c(OC)c32)cc1,28.3,1.9,1.3,1.7,-28.3,1.4,-0.2,-0.3,6.6,-13.0
CC(/C=C/c1ccc2c(c1)OCO2)=N/NC(=O)c1cccnc1,-1.3,2.4,-4.4,-2.4,1.3,3.2,0.9,-0.9,2.1,16.5
CCCCN=c1sc(C(=O)OC)cc(=O)n1CCCC,-0.2,·,·,-2.3,0.2,4.0,3.0,0.8,5.2,4.9
Cc1ccc(N2CCCC2=O)cc1S(=O)(=O)N1CCOCC1,-3.8,8.8,-2.7,1.6,3.8,0.9,-2.7,-2.7,8.9,-12.2
O=C(COC(=O)COc1cccc(Br)c1)NCc1ccc2c(c1)OCO2,-8.3,4.0,-3.5,-0.1,8.3,3.9,0.7,-2.3,4.1,6.1
CCC(C)[C@H](NC(=O)Nc1ccc2c(c1)OCCO2)C(=O)OC (stereo partly drawn),-16.6,9.2,-5.3,-1.1,16.6,2.7,0.1,0.1,12.1,·
CCC(=O)Nc1ccc2c(c1)nc(CCN1CCN(c3ccccn3)CC1)n2C,-1.6,0.2,-15.1,-1.8,1.6,2.1,·,·,2.5,5.9
COCCn1c(SCC(=O)Nc2sccc2C(N)=O)nnc1-c1ccncc1,-23.6,-2.5,0.3,1.2,23.6,-0.6,-2.0,-2.8,2.4,-15.7
COc1ccc(C(=O)Nc2ccc(O)c3ccccc23)cc1,2.3,-1.6,·,0.4,-2.3,0.9,0.2,-1.1,0.2,-16.7
COc1ccc(NC(=O)C2=NNC(=O)CC2)cc1S(=O)(=O)N1CCCCC1,12.9,1.3,-2.1,-0.7,-12.9,-0.5,1.7,-2.0,-5.1,6.2
CCOc1ccc(OCCCC(=O)O)cc1,-11.7,·,·,-1.2,11.7,2.3,2.9,1.1,-4.2,-3.9
O=C(CSc1ccc(-c2ccccn2)nn1)NCc1ccccc1,-16.5,-0.4,-0.4,-1.3,16.5,1.5,0.8,1.3,1.0,-4.6
O=C(COc1ccc(S(=O)(=O)N2CCCC2)cc1Cl)Nc1ccc2c(c1)OCO2,37.1,·,-1.4,-1.0,-37.1,0.8,0.8,3.9,8.1,14.3
CCCn1c(SC/C(O)=C(\C#N)c2nc3ccccc3[nH]2)n[nH]c1=O,-7.4,-4.7,-6.2,-2.5,7.4,4.0,3.2,-2.1,-7.7,-19.2
O=C(COc1ccccc1)Nc1ccc(CSc2ccccc2)cc1,-48.2,·,-3.3,·,48.2,2.3,-0.3,-0.6,-2.8,-5.4
CC1=C(C(=O)OC2CCCCC2)C(c2ccccc2)NC(=O)N1 (stereo not drawn),2.3,-0.6,-1.1,-0.8,-2.3,2.3,1.8,0.2,-3.4,·
CCN(c1cccc(C)c1)S(=O)(=O)c1cn(CC(=O)OC)c2ccc([N+](=O)[O-])cc12,18.9,-2.6,-1.5,-1.4,-18.9,1.1,1.4,-0.2,-0.4,-4.7
O=C(CN1C(=O)NC2(CCCc3ccccc32)C1=O)Nc1cccc(S(=O)(=O)N2CCCCC2)c1 (stereo not drawn),5.3,-3.1,1.1,-2.1,-5.3,5.8,-0.2,-1.5,6.3,-1.8
COc1ccc(C2NC(=O)c3ccccc3O2)cc1OC (stereo not drawn),-17.7,·,-0.3,-3.1,17.7,1.1,0.6,0.4,2.2,18.9
Cc1onc(-c2ccccc2Cl)c1C(=O)NC(=S)Nc1ccccc1C(N)=O,29.9,·,-3.5,-2.5,-29.9,2.0,-0.5,-1.3,3.9,-8.8
CC(C)N(CC(O)COc1ccc(CC(N)=O)cc1)CC(O)COc1ccc(CC(N)=O)cc1 (stereo not drawn),-20.7,1.2,3.5,-0.1,20.7,-1.9,-2.2,-2.8,-5.0,-4.1
Cc1cc(=O)[nH]c2nnc(-c3ccc(Cl)cc3)n12,-11.0,0.9,-2.4,-0.1,11.0,-0.1,1.5,0.9,-4.3,22.1
Cc1ccc(Cn2cc(/C=C/C(=O)O)c(-c3ccccc3)n2)cc1,-16.3,·,-1.5,-0.1,16.3,1.4,1.7,0.9,1.0,-0.6
O=C(Nc1ccc(Cl)cn1)Nc1ccc(Cl)cn1,4.6,22.2,47.4*,-1.1,-4.6,2.4,0.2,-1.1,-1.8,25.4
O=C(/C=C/c1ccc(OCCCF)cc1)Nc1ccnc(-c2cccnc2)n1,?,2.7,·,-0.6,-70.2,2.5,0.5,1.9,-2.0,-10.9
Cc1nc2ccc(S(=O)(=O)NCC(=O)NCCN3CCCCC3C)cc2s1 (stereo not drawn),-13.5,·,-1.3,-0.3,13.5,1.6,0.4,2.6,-8.3,-4.6
O=[N+]([O-])c1cc(CN2CCN(c3ccccc3)CC2)c(O)c2ncccc12,-4.1,-5.2,-2.8,-0.6,4.1,1.4,2.3,-2.1,1.5,-74.2
O=C(CC1SC(N2CCCC2)=NC1=O)Nc1ccc(C(=O)NCCOc2ccccc2F)cc1 (stereo not drawn),32.8,11.4,3.1,-0.2,-32.8,-0.1,·,·,-3.6,25.5
CC(Sc1ccccc1)C(=O)NN=C1CCCCCC1 (stereo not drawn),-20.9,-2.6,·,-0.6,20.9,5.5,3.1,-1.7,-0.8,5.0
O=C(NCc1ccc(F)cc1)C1CCN(S(=O)(=O)c2ccc3c(c2)OCCCO3)CC1,18.9,-7.4,-3.6,-1.4,-18.9,2.3,0.9,-1.0,-4.2,-11.0
N#CCOC(=O)c1sccc1-n1cccc1,1.4,-0.5,-4.1,-0.3,-1.4,2.1,-0.2,-1.6,-5.8,-1.5
CC1(C)CC(CC(=O)Nc2ccccn2)C(=O)O1 (stereo not drawn),-19.5,-0.6,-2.8,-1.8,19.5,1.9,-2.2,0.2,3.1,-0.1
COc1ccc(C(CNC(=O)C(C)(C)Oc2ccc(Cl)cc2)N2CCCCC2)cc1 (stereo not drawn),-25.8,-1.4,·,-0.1,25.8,1.4,3.7,-1.1,-4.9,-4.4
CN(CCc1ccccn1)C(=O)Nc1cc(Cl)cc(Cl)c1,9.8,-2.3,-2.5,0.1,-9.8,3.6,-0.6,0.8,2.7,-8.3
O=C(CSCc1ccccc1)Nc1ccc(F)cc1F,-17.4,1.8,-0.4,0.6,17.4,0.3,0.5,1.1,-1.8,8.8
CCOC(=O)C(NC(C)=O)(OCc1ccccc1)C(F)(F)F (stereo not drawn),·,·,-4.9,-0.8,·,3.4,2.8,-0.2,-11.1,-10.0
CCOC(=O)c1cc2ccccc2n1CCN(CC)CC,-7.7,·,·,-1.2,7.7,2.2,0.1,1.1,-4.7,0.7
CCC(C)c1ccc(NS(=O)(=O)c2c(C)[nH]c(=O)[nH]c2=O)cc1 (stereo not drawn),-13.0,-0.3,0.1,-0.9,13.0,1.2,1.4,0.0,-2.1,21.0
COc1ccc(OC)c(NS(=O)(=O)c2ccc(N3CCCC3=O)cc2)c1,-5.9,-10.1,-4.4,·,5.9,3.9,0.1,-0.4,-0.2,-29.5
CCCCN(C(=O)c1cccc(S(=O)(=O)N2CCCC2)c1)c1c(N)n(CCC)c(=O)[nH]c1=O,-70.1,0.7,-2.9,0.2,70.1*,0.8,1.7,-0.5,-0.7,-3.2
O=C(COC(=O)c1cccc([N+](=O)[O-])c1)Nc1ccc(Cl)cn1,27.5,3.1,1.8,-2.7,-27.5,1.0,-3.2,-2.8,8.7,2.0
CN1CCN(C2CCN(S(=O)(=O)c3ccc(C(C)(C)C)cc3)CC2)CC1,5.9,-4.3,-2.5,-2.1,-5.9,0.6,·,·,2.1,9.0
COc1cccc(CC2(CO)CCCN(Cc3c(C)cc(C)cc3-n3cccn3)C2)c1 (stereo not drawn),58.9,-2.3,-3.4,-3.4,-58.9,3.0,3.0,-2.6,5.4,14.9
CCn1cc([N+](=O)[O-])c(=O)c2cc(F)c(N3CCOCC3)cc21,2.1,0.1,-4.0,-0.4,-2.1,3.8,-0.6,1.6,-15.2,1.0
Cc1cc(Br)ccc1NC(=O)CN(C)C(=O)CSCc1ccccc1,2.8,-0.4,-3.9,-2.5,-2.8,2.0,2.6,1.9,-4.6,4.7
COc1ccc(C2=NN(C(=O)CCC(=O)O)C(c3ccccc3OC)C2)cc1 (stereo not drawn),-9.6,0.1,-1.0,-0.2,9.6,-1.3,1.5,-0.6,-2.1,-11.7
CC(=O)c1ccc(N2CCN(C(=O)c3ccc(Br)cc3)CC2)c(F)c1,8.6,-1.2,-8.1,-0.7,-8.6,2.5,4.8,4.2,2.1,·
Cc1cccc(C(=O)NC2CCN(S(=O)(=O)c3ccccc3F)CC2)c1,23.7,-1.4,-3.4,-0.9,-23.7,2.9,3.1,1.8,1.9,-3.7
CCN(CC)C(=O)COc1coc(CN2CCN(c3ccccc3)CC2)cc1=O,-2.7,2.2,-2.5,-1.3,2.7,0.2,2.4,2.2,-1.7,-3.1

# High-throughput results as filed in PubChem BioAssay.
